Source: PubChem (Southern Research Specialized Biocontainment Screening Center)
Salmonella PhoP GFP: PhoP regulon inhibitors, Salmonella typhi PhoP promoter GFP reporter, confirmatory (AID 1850); Salmonella Typhi PhoP-promoter GFP reporter, fluorescence, 4 h; higher % means a stronger effect; inhibition, % at 50 µM; hits with a dose series show IC50 in µM; hit rate 0.33% among 310,000; in the data active = a potency from the dose series; inconclusive = inhibition mostly from about 25% at the one dose, without a potency; inactive = the rest, 99 in 100 with inhibition below about 19%;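 note: 0% = induced wells with vehicle and 100% = uninduced wells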
VEEV TC-83 Vero: inhibitors of VEEV TC-83 cytopathic effect, confirmation, Vero cells (AID 588727); Vero cells, VEEV TC-83 cytopathic effect inhibition; higher % means a stronger effect; inhibition, % at 20 µM, or IC50 in µM where a hit was titrated; hit rate 0.13% among 350,000; in the data active = a potency from the dose series; inconclusive = inhibition mostly from about 14% at the one dose, without a potency; inactive = the rest, 99 in 100 with inhibition below about 12%; note: strong numbers were not always called active
H1N1 NS1A inhibition: H1N1 influenza NS1A inhibitors, functional cell based assay (AID 504329); NS1A functional cell-based assay, percent inhibition; higher % means a stronger effect; inhibition, % at 12.5 µM, or IC50 in µM where a hit was titrated; hit rate 0.3% among 340,000; in the data active = a potency from the dose series; inconclusive = inhibition above about 27% without an active follow-up result; note: strong numbers were not always called active
H37Rv inhibition: M. tuberculosis growth inhibition, HTS (AID 449762); hit rate 0.59% among 330,000; M. tuberculosis H37Rv growth inhibition, 7H9 media; higher % means a stronger effect; one-dose inhibition, % at 25 µM; IC50 in µM for titrated hits; in the data active = a potency from the dose series; inconclusive = inhibition above about 70% without an active follow-up result;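 note: bacterial growth assessed after seven days of incubation; strong numbers were not always called active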
M. tuberculosis: growth inhibition of non-replicating M. tuberculosis (AID 488890). Mycobacterium tuberculosis non-replicating, growth inhibition; higher % means a stronger effect. inhibition, % at 25 µM; hits with a dose series show IC50 in µM. hit rate 0.39% among 320,000; in the data active = a potency from the dose series; inconclusive = inhibition mostly from about 82% at the one dose, without a potency; inactive = the rest, 99 in 100 with inhibition below about 76%;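 note: plate controls were DMSO cells for no effect and high antibiotic wells for full effect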
VEEV TC-83 Vero 10K pilot screen: recorded beside VEEV TC-83 Vero, whose call it bears; inhibition, %; measured here: 10K pilot screen inhibition
* marks the source's active call; other numbers are inactive results; i = inactive; ? = inconclusive; · = not tested or not shown. Hits appear at their usual frequency; overall some 1.4% were active at least once.

SMILES	Salmonella PhoP GFP	VEEV TC-83 Vero	H1N1 NS1A inhibition	H37Rv inhibition	M. tuberculosis	others
O=C(c1cc(Sc2ccc(Cl)cc2)nc2ccccc12)N1CCN(c2ccccn2)CC1	8%	4.6%	-1%	39%	30%
CCOC(=O)[C@@H]1C(c2c(OC)cc(OC)cc2OC)=NO[C@@H]1C(=O)OCC	-6%	0.2%	-5%	9%	7%
COC(=O)COc1ccc(S(=O)(=O)Nc2cc([N+](=O)[O-])ccc2C)cc1	0%	1.2%	2%	3%	-3%
CC(C)N1C/C(=C/c2ccsc2)C(=O)/C(=C/c2ccsc2)C1	7%	>25µM*	3%	?	?
Cc1ccc(C(=O)OCCN2CCN(c3ncc(C(F)(F)F)cc3Cl)CC2)cc1	3%	0.3%	7%	48%	72%
O=C(CN1C(=O)COc2ccc(Cl)cc21)N1CCc2ccccc21	-4%	1.2%	2%	0%	11%
Clc1ccccc1-c1ccc2ncnc(NCc3ccc4c(c3)OCO4)c2c1	·	2.3%	3%	?	19%
Clc1ccc(SCCn2ccnc2)cc1	-1%	2.0%	-16%	-6%	·
CCN(C(=O)C1CCN(S(=O)(=O)c2ccc3c(c2)oc(=O)n3C)CC1)c1cccc(C)c1	-17%	1.2%	-6%	-3%	33%
O=C(Nc1ccc(OC(F)(F)F)cc1)Oc1ccccc1N1CCOCC1	3%	12%	0%	14%	28%
CCOC(=O)C(CC)Sc1nc2c(c(=O)[nH]c(=O)n2C)n1C/C=C(/C)Cl (stereo not given)	-3%	7.0%	6%	2%	46%
O=C(O)COc1ccccc1C=NNc1ccc([N+](=O)[O-])cc1S(=O)(=O)Nc1ccc(Cl)cc1	·	1.6%	-26%	-5%	16%
CCCCC(C(=O)OCC)C(N)Cc1ccc(F)cc1 (stereo not given)	3%	0.2%	-3%	-2%	26%
CCN=C1S/C(=C\c2ccc(OCC)c(OC)c2)C(=O)N1CC	-9%	7.4%	-5%	63%	55%	VEEV TC-83 Vero 10K pilot screen=9.1
CCOC(=O)c1[nH]c(C)c(C(=O)N2CCN(c3ccccc3)CC2)c1C	-2%	i	23%	5%	12%
CN(C)CCn1c2c(c(SCC(=O)Nc3ccccc3C(F)(F)F)nc1=O)CCCC2	5%	2.5%	-9%	-5%	-9%
Cn1c(N)c(C(=O)COC(=O)CCCc2nc3ccccc3s2)c(=O)n(C)c1=O	6%	1.7%	-5%	0%	-12%
O=C(COC(=O)CCSc1ccccc1)Nc1ccccc1	·	i	-2%	1%	72%
COc1cc(OC)c2cc[nH]c2c1	-7%	0.7%	1%	-13%	36%
Cc1cnc(C)c(N2CCN(Cc3nc(-c4cccc(F)c4F)oc3C)CC2)n1	-2%	0.5%	0%	5%	16%
CCOc1ccc(N(CC(=O)NCCSCc2ccc(C)cc2)S(C)(=O)=O)cc1	5%	2.1%	-5%	-11%	5%
COc1cccc2c(C)cc(N3CCCCCC3)nc12	0%	1.4%	-12%	1%	10%
CCC/S(C)=N/S(=O)(=O)c1ccc(C)cc1 (stereo not given)	-4%	1.8%	3%	-7%	-26%
COc1cccc(/C=N/NC(=O)C(C)n2nnc3ccccc32)c1 (stereo not given)	-4%	0.9%	-6%	0%	4%
CCc1ccc(OCC(=O)Nc2nnc(-c3ccco3)s2)cc1	13%	0.9%	-1%	10%	54%
O=C(O)CN1C(=O)NC2(CCc3ccccc32)C1=O (stereo not given)	-17%	i	-4%	12%	-14%
CCOC(=O)c1[nH]c(C)c(C(=O)N2CCN(c3ccc(F)cc3)CC2)c1C	1%	2.9%	5%	-1%	12%	VEEV TC-83 Vero 10K pilot screen=1.8
O=C(NCc1ccccc1CN1CCCC1)C1CCN(S(=O)(=O)c2ccc(F)c(F)c2)CC1	·	2.2%	1%	3%	16%
Cc1cccc(-c2nc3ccccc3c(=O)n2NC(=S)N(C)C)c1	-14%	0.3%	31%	-7%	36%
CN1C[C@H](CO)C=C2c3cccc4[nH]cc(c34)C[C@H]21	-7%	1.4%	8%	0%	10%
Cc1c(C)n(Cc2ccccc2)c2ncnc(NCCCO)c12	-5%	0.2%	-7%	-3%	-8%
CC(Sc1nnc2ccccn12)C(=O)Nc1ncc(Cl)cc1Cl (stereo not given)	-4%	1.0%	-3%	-12%	1%
CC(=O)c1cccc(NC(=O)c2ccc(Br)o2)c1	-9%	4.5%	-1%	4%	66%
CC(C)(C)c1ccc(CSc2cnn(C(C)(C)C)c(=O)c2Cl)cc1	-10%	i	-19%	12%	34%
Cc1ccc(C2C=C(c3ccccc3OC(F)F)Nc3ncnn32)cc1 (stereo not given)	-3%	8.0%	0%	-3%	27%	VEEV TC-83 Vero 10K pilot screen=6.8
CCCn1c(N)c(N(CCOC)C(=O)c2ccc(S(=O)(=O)N3CCOCC3)cc2)c(=O)[nH]c1=O	·	1.3%	-3%	·	·
COc1cc(OC)c(C(=O)Nc2cccc(C(C)=O)c2)cc1OC	15%	8.6%	0%	-8%	-1%
CC(C)COP(=O)(OCC(C)C)C(O)c1cccnc1 (stereo not given)	-2%	0.4%	13%	3%	-8%	VEEV TC-83 Vero 10K pilot screen=0.2
Cc1cc(Nc2ccccc2)n(CCC#N)n1	10%	1.4%	-17%	0%	-16%
COc1cc(C(=O)N(Cc2cccnc2)Cc2cc3cc4c(cc3[nH]c2=O)OCCO4)cc(OC)c1OC	-7%	9.8%	0%	-7%	-2%	VEEV TC-83 Vero 10K pilot screen=0.4
COc1cc(OC)c(OC)cc1CN1CCN(Cc2cccc(F)c2)CC1	-6%	1.4%	22%	-22%	-14%
CC(=O)c1cccc(NS(=O)(=O)N(C)C)c1	8%	1.1%	-7%	-7%	-10%
CCOCCCNC(=O)Cc1ccc(Br)cc1	-7%	0.2%	-2%	2%	?
O=C(COC(=O)/C=C/c1ccccc1Cl)NC(=O)NCc1ccccc1	·	2.0%	-7%	-6%	14%
Cc1nnc(SCC(=O)N2c3ccccc3Sc3ccccc32)n1N	17%	0.2%	4%	4%	12%
O=C(CCn1nc(-c2ccc(Cl)cc2)ccc1=O)NCc1ccccn1	-1%	1.8%	2%	1%	8%
CN(C)c1ccc(NC(=O)CN2CCN(S(=O)(=O)c3cc(Cl)ccc3Cl)CC2)cc1	0%	1.5%	4%	3%	10%
COc1ccc(OCC(=O)N2c3ccccc3CC2C)c([N+](=O)[O-])c1 (stereo not given)	·	0.1%	-4%	-6%	39%
CCn1c(C)c(C)c2cc(C(=O)NCCCN3CCOCC3)ccc21	2%	0.7%	9%	-8%	6%
Cc1nn(-c2ccccc2)c2nc(-c3ccccc3)cc(C(=O)N3CCOCC3)c12	6%	4.8%	-13%	40%	16%

Continued (3 carried over from the part before).
SMILES	Salmonella PhoP GFP	VEEV TC-83 Vero	H1N1 NS1A inhibition	H37Rv inhibition	M. tuberculosis	others
COc1ccc(OCC(=O)N2c3ccccc3CC2C)c([N+](=O)[O-])c1 (stereo not given)	·	0.1%	-4%	-6%	39%
CCn1c(C)c(C)c2cc(C(=O)NCCCN3CCOCC3)ccc21	2%	0.7%	9%	-8%	6%
Cc1nn(-c2ccccc2)c2nc(-c3ccccc3)cc(C(=O)N3CCOCC3)c12	6%	4.8%	-13%	40%	16%
O=C(Nc1ccc2ccccc2c1)[C@@H]1C[C@H]1[C@@H](NP(=O)(c1ccccc1)c1ccccc1)c1ccccc1	-15%	2.7%	12%	-2%	12%	VEEV TC-83 Vero 10K pilot screen=4.6
CCOC(=O)N1CCN(C(=O)c2cc3n(n2)C(C(F)(F)F)CC(c2ccc4c(c2)OCO4)N3)CC1 (stereo not given)	8%	5.9%	7%	8%	6%
Cc1ccc(Oc2c(CO)c(-c3ccccc3)nn2C)cc1	8%	7.2%	-1%	10%	10%
O=C(CCn1cccc1)NCc1ccc2c(c1)OCO2	-8%	1.3%	-9%	-2%	66%
CN(C)S(=O)(=O)c1ccc(N2CCCC2)c(C(=O)NNC(=O)COc2ccccc2F)c1	3%	2.0%	-15%	3%	-7%
O=[n+]1cc(-c2ccccc2)n([O-])c2c1CCCCC2	-6%	1.5%	-10%	-1%	-12%
CCOc1ccc(OCC(=O)Nc2ccc(S(=O)(=O)Nc3cc(C)nc(C)n3)cc2)cc1	-6%	0.9%	6%	-5%	?
COc1cc2nc(NCCCN3CCN(C)CC3)n3nc(-c4ccccc4)nc3c2cc1OC	0%	10%	9%	?	?
CCN(CC)C(=O)CSc1ccccc1N	-14%	1.7%	3%	-8%	-7%
Cc1cccc(CCNC(=O)CC2C(=O)NCCN2Cc2ccccc2C)n1 (stereo not given)	-8%	4.3%	-6%	0%	22%

Random excerpt: five compounds from above, in no set order.
SMILES	Salmonella PhoP GFP	VEEV TC-83 Vero	H1N1 NS1A inhibition	H37Rv inhibition	M. tuberculosis	others
O=C(CCn1cccc1)NCc1ccc2c(c1)OCO2	-8%	1.3%	-9%	-2%	66%
CN(C)S(=O)(=O)c1ccc(N2CCCC2)c(C(=O)NNC(=O)COc2ccccc2F)c1	3%	2.0%	-15%	3%	-7%
COc1cc2nc(NCCCN3CCN(C)CC3)n3nc(-c4ccccc4)nc3c2cc1OC	0%	10%	9%	?	?
Cc1ccc(Oc2c(CO)c(-c3ccccc3)nn2C)cc1	8%	7.2%	-1%	10%	10%
CCOC(=O)N1CCN(C(=O)c2cc3n(n2)C(C(F)(F)F)CC(c2ccc4c(c2)OCO4)N3)CC1 (stereo not given)	8%	5.9%	7%	8%	6%

New compounds follow:
SMILES	Salmonella PhoP GFP	VEEV TC-83 Vero	H1N1 NS1A inhibition	H37Rv inhibition	M. tuberculosis	others
Cc1cccc(N(CC(=O)NCc2ccco2)C(=O)CCC(=O)Nc2ccccn2)c1	·	7.7%	2%	·	·
CCCCCCCCCCSc1n[nH]c(N)n1	-3%	0.6%	3%	7%	?
CCOC(=O)c1csc(NC(=O)c2ccc(C#N)cc2)n1	-2%	i	-9%	7%	10%
Cc1noc(C)c1C(=O)NCCc1ccc(Cl)cc1	0%	2.6%	-3%	2%	15%
O=C(c1cccc([N+](=O)[O-])c1)N1CCN(Cc2ccc3c(c2)OCO3)CC1	6%	0.3%	1%	0%	-2%
CC(NC(=O)c1ccccc1Br)C1CC2CCC1C2 (stereo not given)	8%	i	·	21µM*	22%
CC(=O)N1CCN(C(=O)COC(=O)c2ccc(S(C)(=O)=O)cc2)CC1	·	9.3%	0%	1%	0%
Cc1c(NC(=O)c2cccc(S(=O)(=O)N(C)c3ccccc3)c2)c(=O)n(-c2ccccc2)n1C	·	2.9%	-6%	·	·
